Assay outcomes from PubChem BioAssay.
E-sel inducer: E-selectin induction on HUVECs; P16581; HUVEC E-selectin immunofluorescence imaging; normalized: neutral wells 0, TNF-alpha wells 100; actives 0.37% (n = 260,000); activation, % at 7.58 µM; AID 686992;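 active = mean E-selectin-positive cell signal at least 10% of the positive control, reached in at least 60% of replicates, without over 20% cell loss; inconclusive = no rule given, readout overlaps actives, possibly toxicity-flagged; inactive = the rest, including those meeting only one limit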;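 also: in these data hits start at about 27%; measured in HUVEC primary endothelial cells; signal is the percent of cells scored E-selectin positive by PE staining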
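Read-out: % PE-positive cells | Test system: HUVEC | Doses: One compound dose added by pin transfer | Buffer or medium: EGM-2 over gelatin coat | Signal: Immunofluorescence imaging | Benchmarks: TNF-alpha, DMSO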
SIRT5 block: sirtuin-5 (human) deacylase inhibition; Q9NXA8; Purified SirT5, succinyl-peptide AMC, trypsin-coupled fluorescence; inhibition, % at 15 µM; actives 1.1% (n = 330,000); in the data active = inhibition above about 15%; inconclusive = no clear call, values can overlap the other calls
Target sequence (Q9NXA8 whole entry, looked up): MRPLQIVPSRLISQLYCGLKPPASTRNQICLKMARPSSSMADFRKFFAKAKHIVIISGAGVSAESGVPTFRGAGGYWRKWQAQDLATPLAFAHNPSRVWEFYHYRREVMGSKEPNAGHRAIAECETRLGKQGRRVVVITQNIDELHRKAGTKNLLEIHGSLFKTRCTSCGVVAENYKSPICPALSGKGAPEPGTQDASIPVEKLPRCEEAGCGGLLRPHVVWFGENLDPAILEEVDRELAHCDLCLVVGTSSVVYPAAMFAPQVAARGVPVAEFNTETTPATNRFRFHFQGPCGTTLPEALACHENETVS
ERp5 inh: inhibitors of human ERp5. inhibition, % at 9.99 µM. actives 0.05% (n = 350,000). ERp5 insulin aggregation, absorbance 650 nm, 90 min. AID 651711. Q15084;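 active = mean replicate inhibition above about 25%, with every replicate also reaching it, limit read from the data, passing the limit was not always enough; inconclusive = only one of those two criteria met; inactive = neither criterion met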
Target sequence (Q15084 whole entry, looked up): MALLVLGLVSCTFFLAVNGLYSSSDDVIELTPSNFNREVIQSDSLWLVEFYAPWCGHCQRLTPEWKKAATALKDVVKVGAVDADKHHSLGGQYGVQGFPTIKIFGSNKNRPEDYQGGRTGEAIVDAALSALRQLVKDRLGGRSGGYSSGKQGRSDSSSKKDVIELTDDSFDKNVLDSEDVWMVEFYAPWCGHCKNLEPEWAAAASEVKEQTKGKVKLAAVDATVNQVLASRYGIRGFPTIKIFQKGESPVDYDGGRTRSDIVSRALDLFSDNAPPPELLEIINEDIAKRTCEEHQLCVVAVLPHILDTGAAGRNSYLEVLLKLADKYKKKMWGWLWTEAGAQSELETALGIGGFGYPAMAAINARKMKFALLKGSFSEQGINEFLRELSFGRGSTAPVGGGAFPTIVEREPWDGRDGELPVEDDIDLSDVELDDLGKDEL
PglD DTNB: blocks C. jejuni PglD acetyltransferase activity; purified PglD enzyme, DTNB colorimetric CoA detection; inhibition, % at 12.5 µM; actives 0.098% (n = 360,000); AID 602405; in the data active = inhibition above about 16%, passing the limit was not always enough; inconclusive = no clear call, values can overlap the other calls; also: strong numbers were not always called active
DENV2 CPE: inhibitors of DENV2 cytopathic effect | DENV2-infected cells, cytopathic effect rescue, plate reader | actives 1.7% (n = 350,000) | CPE inhibition, % at 9.99 µM; in the data active = CPE inhibition above about 20%, passing the limit was not always enough; inconclusive = no clear call, values can overlap the other calls; tested in BHK-21 cells;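 also: 0% = median of neutral control wells and 100% = median of positive control wells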
C2C12 statin: protects C2C12 myotubes from simvastatin toxicity; actives 0.78% (n = 330,000); rescue of ATP level, % at 7.49 µM; ATP luminescence, 48 h; scaled: DMSO 0, geranylgeraniol control 100;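 active = mean ATP rescue above about 67%, or every replicate alone reaching that limit, limit read from the data, passing the limit was not always enough; inconclusive = no clear call, values can overlap the other calls; inactive = mean under the limit and some replicate under it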;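 also: myotubes were challenged with 10 µM simvastatin during compound exposure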
S100A4 MyoIIA: S100A4-myosin IIA interaction inhibition; actives 0.14% (n = 360,000); S100A4/TAMRA-MyoIIA peptide fluorescence polarization; AID 652163; inhibition, % at 10.7 µM; P26447;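 active = mean inhibition of at least 70% across replicates, with every replicate also reaching that level; inconclusive = mean inhibition reaches 70% but some replicates fall short; inactive = mean inhibition below 70%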
Target sequence (P26447 whole entry, looked up): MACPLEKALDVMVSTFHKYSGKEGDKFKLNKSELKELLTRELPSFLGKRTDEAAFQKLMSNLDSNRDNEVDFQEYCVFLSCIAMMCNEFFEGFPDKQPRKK
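assay system = human S100A4 monomer with TAMRA-labelled myosin IIA peptide | also added = labelled myosin peptide probe, 5 nM | incubation = 5 min between mix addition and reading | control set = DMSO and TFP controls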
The depositor's hits bear a star; u = inconclusive; x = not tested or not shown.

cpd	canonical_smiles	E-sel inducer	SIRT5 block	ERp5 inh	PglD DTNB	DENV2 CPE	C2C12 statin	S100A4 MyoIIA
1	C[C@@H]1CN([C@H](C)CO)C(=O)Cc2cc(NC(=O)Nc3cccc4ccccc34)ccc2O[C@@H]1CN(C)C	6.5	-2	-4	4	-5	-9	13
2	CCN(CC)S(=O)(=O)c1cc(NC(=O)COC(=O)C2CCC2)ccc1C	0.1	-2	4	0	-2	-15	-7
3	Cc1ccc(NS(=O)(=O)N2CCOCC2)cc1	0.5	9	-8	-1	-11	6	2
4	O=C(N[C@H]1C=C[C@@H](CC(=O)N2CCCCC2)O[C@@H]1CO)c1ccccn1	-0.2	6	-1	-5	-14	3	7
5	O=C(CSc1nc(C2CCCCC2)nc2ccccc12)N1CCCC1	0.1	-6	-2	x	1	x	2
6	CCCC(=O)Nc1ccc2c(c1)C(=O)N(C)C[C@H](OC)[C@@H](C)CN(Cc1nccs1)[C@H](C)CO2	-0.1	3	1	-2	-1	2	-7
7	Cc1cccc(C(=O)Nc2ccc(Oc3cnccn3)cc2)c1	0.2	0	5	-5	4	-9	4
8	C[C@@H]1CN([C@@H](C)CO)C(=O)c2cc(NS(=O)(=O)c3ccc(F)cc3)ccc2O[C@@H](C)CCCCO[C@H]1CN(C)C(=O)CCC(F)(F)F	x	-3	8	0	3	x	-11
9	O=C(NC1CCCC1)[C@H]1[C@H](CO)[C@H]2Cn3c(cccc3=O)[C@H]2N1CCc1ccccc1	0.1	-1	-3	x	10	x	8
10	CCS(=O)(=O)CCSc1nc(C)cc(C)c1C#N	x	-2	-1	1	0	-1	4
11	Cc1ccc(C(C)C)c(Oc2cnccn2)c1	0.1	-4	0	-1	8	-4	-3
12	CC1CCCC(NC(=O)CCC(=O)c2ccc(F)cc2)C1C (centres undefined)	9.1	-2	12	x	3	-1	-11
13	COc1ccc(/C=C/C(=O)NCCCn2ccnc2)cc1	-0.2	-3	-3	x	0	x	2
14	CC(C)=NNc1nc2c(c(=O)n(C)c(=O)n2C)n1CCc1ccccc1	-0.2	1	-4	x	2	x	-5
15	CN(C)CC/C=C1\c2ccc(F)cc2Sc2cc(F)c(Cl)cc21	1.4	0	-5	5	-13	-10	13

Three structures already listed, ordered by SMILES length, largest number first:
cpd	canonical_smiles	E-sel inducer	SIRT5 block	ERp5 inh	PglD DTNB	DENV2 CPE	C2C12 statin	S100A4 MyoIIA
2	CCN(CC)S(=O)(=O)c1cc(NC(=O)COC(=O)C2CCC2)ccc1C	0.1	-2	4	0	-2	-15	-7
15	CN(C)CC/C=C1\c2ccc(F)cc2Sc2cc(F)c(Cl)cc21	1.4	0	-5	5	-13	-10	13
7	Cc1cccc(C(=O)Nc2ccc(Oc3cnccn3)cc2)c1	0.2	0	5	-5	4	-9	4

Further compounds follow.
cpd	canonical_smiles	E-sel inducer	SIRT5 block	ERp5 inh	PglD DTNB	DENV2 CPE	C2C12 statin	S100A4 MyoIIA
16	C=CCn1c(C)cc(C2=NNC(=NCc3ccccc3)SC2)c1C	1.3	-7	-2	x	0	x	1
17	CCN(CC)C(CNC(=O)CSc1nnnn1-c1c(C)cccc1C)c1ccco1 (centres undefined)	x	-1	-3	-1	2	-19	-3
18	Cc1noc(C)c1NC(=O)N(C)C[C@H]1Oc2ccc(NC(=O)c3ccncc3)cc2CC(=O)N([C@@H](C)CO)C[C@@H]1C	x	6	0	3	-12	-1	6
19	C/C(=N\Nc1nc2ccccc2[nH]1)c1ccc(N2CCOCC2)cc1	x	2	3	x	-1	x	5
20	CCNc1nc(NCC)nc(OCCOC(C)=O)n1	x	-5	-3	3	x	-3	-2
21	Cc1ccc(-n2nnnc2CCl)cc1	1.7	4	-1	x	13	x	0
22	O=c1c2c(nc3nc(SCc4ccccc4)[nH]n13)CCC2	-2.0	x	x	-8	x	5	x
23	COc1ccc(C(=O)N/C(=C\c2ccc(SC)cc2)C(=O)NCCCn2ccnc2)cc1OC	0.6	-1	-11	x	-4	x	-3
24	Cc1c(NC(=O)NC2CCCCC2)cccc1[N+](=O)[O-]	x	-3	7	2	-5	9	-5
25	CC(C)CC(NC(=O)CCC(=O)OCC(=O)[C@@]1(O)CCC2[C@@H]3CCC4=CC(=O)C=C[C@]4(C)C3[C@@H](O)C[C@@]21C)C(=O)O (some centres undefined)	x	-3	5	-1	-4	8	0
26	CC=Cc1ccc2n(c1=O)C[C@@H]1[C@@H](CO)[C@H](C(=O)NCc3ccccc3)N(Cc3cncnc3)[C@H]21 (mixture of isomers)	0.1	-1	0	-2	-2	19	-4
27	O=C(Nc1ccc(Cl)cn1)Nc1ccc(Cl)cn1	-0.1	-4	7	x	x	x	6
28	COc1cccc(C(NC(C)=O)c2nc(-c3cccc(O)c3)cs2)c1 (centres undefined)	0.0	-4	0	-3	0	7	1
29	Cc1nn(-c2nc3ccccc3[nH]2)c(N)c1-c1ccc(Cl)cc1	x	-3	9	-3	0	-50	1
30	Cc1noc(C)c1NC(=O)Nc1ccc2c(c1)C(=O)N([C@@H](C)CO)C[C@@H](C)[C@@H](CN(C)C(=O)Nc1c(C)noc1C)O2	3.5	-1	13	-2	u	0	18
31	Cc1sc2nc(CN(C(=O)NCc3ccccc3)C3CCCC3)[nH]c(=O)c2c1C	0.5	-4	-1	-3	-7	u	-1
32	COc1ccc(N2CCN(C(=O)CSc3nnnn3-c3ccc4c(c3)OCCO4)CC2)cc1	x	-2	-2	x	3	x	4
33	O=C(C[C@@H]1C[C@@H]2c3cc(NC(=O)C4CCC4)ccc3O[C@@H]2[C@@H](CO)O1)NCC1CC1	-0.4	-3	2	0	-3	-2	-6
34	CCn1nc(C)cc1C(=O)Sc1cccc(Br)c1	0.1	0	0	-5	-4	x	3
35	CCN(CC(=O)Nc1c(F)cccc1F)C(=O)c1cc2ccccc2oc1=O	0.7	-3	-4	6	6	4	0
36	O=C(NCCN1CCN(S(=O)(=O)c2ccc([N+](=O)[O-])cc2)CC1)C(=O)Nc1ccccc1	13	-3	2	0	-1	6	-1
37	Cc1ccc(S(=O)(=O)N(C)C[C@H]2Oc3ccc(NS(=O)(=O)c4ccc(F)cc4)cc3CC(=O)N([C@H](C)CO)C[C@H]2C)cc1	-0.1	-2	-7	1	-1	-10	-6
38	CC(=O)N(C)C[C@@H]1Oc2ncc(C#CC(C)(C)O)cc2C(=O)N([C@@H](C)CO)C[C@@H]1C	0.7	1	-7	3	-8	8	-12
39	C[C@H]1CN([C@@H](C)CO)C(=O)c2cc(NC(=O)C3CC3)ccc2O[C@H]1CN(C)S(=O)(=O)c1cccs1	0.8	-21	6	-1	36*	23	-6
40	CCC1(c2ccc(F)cc2)NC(=O)N(CC(=O)NC2CCCCCC2)C1=O (centres undefined)	x	-2	-4	-2	-9	-8	-4
41	CC(=O)Nc1ccc(S(=O)(=O)NCC(=O)OCC(=O)NNC(=O)c2ccccc2)cc1	2.0	-2	0	4	-9	-2	-4
42	Cc1ccc(NC(=O)CCN2C(=O)NC3(CCCC3)C2=O)cc1S(=O)(=O)N1CCOCC1	x	10	-7	-3	-4	3	0
43	O=C(CNC(=O)N1CC(=O)Nc2ccccc21)Nc1ccc(Cl)cc1	0.6	-1	5	2	-2	-1	6
44	C[C@H]1CN([C@@H](C)CO)S(=O)(=O)c2ccc(C#CCN(C)C)cc2O[C@@H]1CN(C)S(=O)(=O)c1cccc(F)c1	0.4	5	0	7	-1	-37	-8
45	C#CCOCCOCCOCCNc1nc(N2CCN(C(=O)[C@H](C)n3cc(CCCN=C(N)N)nn3)CC2)nc(N2CCN(C(=O)[C@H](C)n3cc(CCCN=C(N)N)nn3)CC2)n1	0.0	x	-1	0	u	3	-1
46	CCCCOc1c(Br)cc(CNCCCN2CCOCC2)cc1OC	0.3	-6	4	-6	-15	0	0
47	COCC(=O)Nc1ccc2c(c1)OC[C@H](C)N(Cc1ccccc1)C[C@@H](C)[C@@H](OC)CN(C)C2=O	0.1	8	-5	-3	-13	-3	13
48	Cn1c(CCC(=O)OCC(=O)Nc2ccc(Oc3ccccc3)cc2)nc(=O)c2ccccc21	-6.6	-4	-2	x	-10	0	-21
49	COC(=O)Cc1[nH]n(-c2ccccc2)c(=O)c1C(C)=Nc1ccccc1	-5.0	1	-2	2	5	-2	-2
50	CO[C@H]1CN(C)C(=O)c2ccc(NS(=O)(=O)c3cn(C)cn3)cc2OC[C@@H](C)N(CCC(F)(F)F)C[C@H]1C	0.3	3	-3	-3	-3	0	-7
51	COc1ccc2cc(C(=O)NCc3ccccc3)c(=Nc3ccc(C(=O)O)cc3)oc2c1	2.5	0	2	x	5	x	5
52	COc1ccc2c3c(n(C)c2c1)[C@@H](CO)N(C(=O)C1CC1)CC31CN(C(=O)Nc2cccc(F)c2)C1	1.3	3	-6	x	3	x	-14
53	CCN(CC(=O)NCc1ccc(Cl)cc1)C(=O)c1cc(OC)cc(OC)c1	x	-1	3	-9	10	-4	-7
54	O=C(Nc1ccccc1F)c1ccccc1C(=O)Nc1ccccc1F	0.3	2	-2	5	4	-3	-2
55	CCC(C)(C)NC(=O)C(c1ccc(C)o1)N(C(=O)c1csnn1)c1cccc(F)c1 (centres undefined)	-2.7	x	x	8	x	-17	x
56	Oc1ccc(-c2cnc3c(Nc4cccc(OC(F)(F)C(F)F)c4)nccn23)cc1	0.2	x	2	-4	2	-3	1
57	O=C(CCc1ccc(S(=O)(=O)NC2CCCCC2)cc1)NCc1cccnc1	0.0	-1	6	x	1	x	-6
58	COc1ccccc1OCC(=O)Nc1ncc(C)s1	1.1	-2	1	1	4	26	5
59	CN(C)c1nc(-c2cccnc2)nc(-c2ccccc2)c1C#N	-0.1	-3	2	-4	-1	-6	-1
60	CC(=O)Nc1ccc(NC(=O)c2ccc(-c3ccccc3Cl)o2)cc1	x	-2	-2	x	-4	-14	1

Complete entries from above. Order of screens: E-sel inducer	SIRT5 block	ERp5 inh	PglD DTNB	DENV2 CPE	C2C12 statin	S100A4 MyoIIA
CCN(CC(=O)NCc1ccc(Cl)cc1)C(=O)c1cc(OC)cc(OC)c1 is listed as x	-1	3	-9	10	-4	-7
COC(=O)Cc1[nH]n(-c2ccccc2)c(=O)c1C(C)=Nc1ccccc1 is listed as -5.0	1	-2	2	5	-2	-2
Cn1c(CCC(=O)OCC(=O)Nc2ccc(Oc3ccccc3)cc2)nc(=O)c2ccccc21 is listed as -6.6	-4	-2	x	-10	0	-21
COc1ccccc1OCC(=O)Nc1ncc(C)s1 is listed as 1.1	-2	1	1	4	26	5
CC(=O)Nc1ccc(NC(=O)c2ccc(-c3ccccc3Cl)o2)cc1 is listed as x	-2	-2	x	-4	-14	1

The listing continues:
cpd	canonical_smiles	E-sel inducer	SIRT5 block	ERp5 inh	PglD DTNB	DENV2 CPE	C2C12 statin	S100A4 MyoIIA
61	COc1ccc(NC(=O)COC(=O)CCc2ccc(S(=O)(=O)N3CCOCC3)cc2)cc1Cl	-0.1	x	3	6	7	-1	0
62	O=C(COc1ccc2ccc(=O)oc2c1)NCC(O)c1ccccc1 (centres undefined)	x	-2	3	3	0	13	0
63	CC(C)NC1(C(N)=O)CCN(Cc2ccccc2)CC1	-0.3	x	2	1	13	1	-3
64	COc1ccc(NC(=O)Nc2ccc3c(c2)C(=O)N([C@@H](C)CO)C[C@@H](C)[C@@H](CN(C)Cc2ccccc2)O3)cc1	0.0	4	-2	1	-2	-10	-8
65	C[C@H](CO)N1C[C@H](C)[C@@H](CN(C)Cc2ccccc2)Oc2cc(-c3cncnc3)ccc2S1(=O)=O	-0.4	0	1	1	10	-72	-2

This is a subset, so the mix of outcomes need not match the whole.
